# Bioassay records deposited in PubChem by National Center for Advancing Translational Sciences (NCATS).
# Tau fibril ThT: inhibitors of human tau fibril formation, thioflavin T binding. P10636. Potency, µM (top dose mostly 57.4 µM), inactives show top-dose activity, negative = inhibition, most hits filed as inhibitors. AID 1460. recombinant tau K18 P301L, heparin-induced fibrillization, ThT fluorescence. 270,000 compounds, 2.1% hits; also: nearly all actives have a fitted effect of over 55% in size
# Target sequence (P10636 561-689 P618L limits assumed): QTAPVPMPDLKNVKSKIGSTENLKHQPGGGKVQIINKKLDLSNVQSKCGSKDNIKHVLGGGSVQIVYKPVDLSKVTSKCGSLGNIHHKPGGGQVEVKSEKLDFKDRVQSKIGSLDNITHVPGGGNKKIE
#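 Heparin-induced fibrillization of the P301L-mutant K18 repeat-domain fragment of human tau was followed by ThT binding in quantitative high-throughput format.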
# Tau FP inhib: blocks human tau fibril formation measured by polarization; Potency, µM (top dose mostly 57.7 µM), without a hit: at the highest dose activity, negative = inhibition, hits mostly inhibitors; AID 1468; 280,000 compounds, 0.39% hits; P10636; K18 P301L tau heparin fibrillization, Alexa594 FP, 6 h; also: nearly all actives have a fitted effect of over 55% in size
#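 Heparin (20 uM) drove fibril formation of recombinant tau K18 P301L, 15 uM unlabeled with 0.24 uM Alexa 594 label, for 6 hr at 37 C in 100 mM sodium acetate pH 7. Fluorescence polarization (555/632 nm) read 1 hr after 30 uM ThT.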
# Tau fluor cs: counter-screen for tau fibril formation inhibitors; tau K18 P301L Alexa594 fluorescence, heparin fibrillization; Potency, µM (top dose mostly 57.7 µM), without a hit: at the top dose activity change, negative = decrease; 280,000 compounds, 0.93% hits; AID 1463; also: nearly all actives have a fitted effect of over 55% in size
#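 Human tau K18 P301L (15 uM unlabeled, 0.24 uM Alexa 594-labeled) in 100 mM sodium acetate pH 7 with 20 uM heparin, 6 hr at 37 C. ThT 30 uM added, 1 hr ambient; Alexa 594 FP and total fluorescence read at 555/632 nm.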
# An asterisk follows results filed as active; ? = inconclusive. Calls follow the shape of the dose curve; as a rule, active = well fitted curve in the direction sought with a large enough effect; inconclusive = small, poorly fitted or top-dose-only effect, or another doubt; inactive = no such curve, though single readings can be large; an effect the other way counts as inactive or inconclusive. % is scaled to controls: 0 for no effect and ±100 for the full control effect; potency is read from the fitted curve at half-maximal effect.
# Below each SMILES: Tau fibril ThT	Tau FP inhib	Tau fluor cs
- CCc1ccc(Sc2cc(C(=O)NCc3cccc(OC)c3)c3ccccc3n2)cc1
    3%	2%	-14%
- Cc1cc(Nc2cccc(F)c2)n2nc(-c3ccco3)nc2n1
    2%	2%	5%
- CCc1nn2c(=O)cc(COC(=O)COc3ccc(OC)cc3)nc2s1
    -1%	2%	-1%
- COc1ccc(NC(=O)c2ccc(-c3nc(CSc4ccccc4)c(C)o3)cc2)c(OC)c1
    ?	-2%	-25%
- COc1ccc2c(c1)c1c(c(=O)n(Cc3ccccc3)c(=O)n1CC(=O)Nc1cc(C)cc(C)c1)n2C
    12%	0%	4%
- Cc1cccc(N2C(=O)CSC23C(=O)N(Cc2cccc(F)c2)c2ccccc23)c1 (stereo not drawn)
    -3%	4%	-1%
- CC(C)(C)OC(=O)N1CCC(c2c(C(=O)N3CCN(c4ccccc4F)CC3)cnn2C(C)(C)C)CC1
    -9%	-4%	4%
- CN(C)c1ccc(C(=O)NCc2ccc3c(c2)CCN3C(=O)c2ccccc2)cc1
    -11%	17%	-10%
- O=C(CN1C(=O)c2cccnc2Sc2ccccc21)Nc1cc(F)ccc1F
    -3%	2%	-2%
- COc1ccc(NC(=O)c2cc(C(C)=O)n3ccccc23)cc1
    6%	-3%	5%

# Some values from the entries so far:
# Entry for CCc1nn2c(=O)cc(COC(=O)COc3ccc(OC)cc3)nc2s1 in Tau fibril ThT: -1%
# Entry for Cc1cccc(N2C(=O)CSC23C(=O)N(Cc2cccc(F)c2)c2ccccc23)c1 (stereo not drawn) in Tau fibril ThT: -3%

# Entries shown so far with sulfur (5):
# Below each SMILES: Tau fibril ThT	Tau FP inhib	Tau fluor cs
- CCc1ccc(Sc2cc(C(=O)NCc3cccc(OC)c3)c3ccccc3n2)cc1
    3%	2%	-14%
- CCc1nn2c(=O)cc(COC(=O)COc3ccc(OC)cc3)nc2s1
    -1%	2%	-1%
- COc1ccc(NC(=O)c2ccc(-c3nc(CSc4ccccc4)c(C)o3)cc2)c(OC)c1
    ?	-2%	-25%
- Cc1cccc(N2C(=O)CSC23C(=O)N(Cc2cccc(F)c2)c2ccccc23)c1 (stereo not drawn)
    -3%	4%	-1%
- O=C(CN1C(=O)c2cccnc2Sc2ccccc21)Nc1cc(F)ccc1F
    -3%	2%	-2%

# Continuation.
# Below each SMILES: Tau fibril ThT	Tau FP inhib	Tau fluor cs
- CCOC(=O)CSc1nc2c(sc3ccccc32)c(=O)n1CCc1ccccc1
    -2%	-14%	-7%
- COc1ccc(NC(=O)CN(Cc2ccccc2)S(=O)(=O)c2ccc3nc(C)sc3c2)cc1
    5%	-1%	-15%
- Cc1cc(=O)n(C(C)C(=O)NCc2ccccc2Cl)c2c1c(C)nn2-c1ccccc1 (stereo not drawn)
    -10%	-8%	-12%
- COc1ccccc1Cc1nc2ccccc2nc1SCC(=O)NCCc1ccccc1
    -5%	-6%	-4%
- COc1ccc(C(=O)c2sc(Nc3cc(Cl)ccc3C)nc2N)cc1OC
    ?	?	?
- CCN(CC)CCN(C(=O)c1ccco1)c1nc2ccc(F)cc2s1
    7%	-4%	8%
- Cn1c(=O)oc2cc(S(=O)(=O)NC(CC(=O)O)c3cccc(Br)c3)ccc21 (stereo not drawn)
    -3%	-2%	-1%
- CCOc1ccc(C(=O)NCC(c2ccc3c(c2)OCO3)N2CCN(c3ccccc3F)CC2)cc1 (stereo not drawn)
    ?	8%	-15%
- Cc1cccc(C(=O)OCc2cc(=O)n3nc(C4CC4)sc3n2)c1
    -18%	-3%	-10%
- Cc1ccc(-n2ncc3c(Nc4ccc5c(c4)OCCO5)ncnc32)cc1Cl
    ?	-15%	?
- COc1ccc(NC(=O)N2CCc3c(sc4c3CCCC4)C2c2ccc(F)cc2)cc1 (stereo not drawn)
    -4%	2%	-15%
- CCOC(=O)c1ccc(CN(Cc2ccc(F)cc2)S(=O)(=O)c2ccc(F)c(C(=O)Nc3c(C)cccc3C)c2)cc1
    4%	-10%	-3%
- CC(=O)N1c2ccccc2C(=O)C1N1CCN(c2cccc(C)c2C)CC1 (stereo not drawn)
    -1%	-2%	-4%
- Cc1cccc(N2C(=O)CSC23C(=O)N(CC(=O)NCc2ccccc2Cl)c2ccccc23)c1 (stereo not drawn)
    -5%	-6%	-22%
- CCOc1ccc(-c2cc(C(=O)N3CCN(c4cccc(C)c4)C(C)C3)c3ccccc3n2)cc1 (stereo not drawn)
    11%	4%	-5%
- CCc1ccc(NC(=O)CSC2=Nc3ccccc3C3=NC(CC(=O)NCc4ccccc4)C(=O)N23)cc1 (stereo not drawn)
    ?	16%	?
- Cc1ccc(-n2nc(C)c3c(C)cc(=O)n(CC(=O)Nc4cccc(C)c4C)c32)cc1
    1%	1%	-1%
- CCc1ccc(Cn2c(CNS(=O)(=O)c3ccc(F)c(Cl)c3)nc3cccnc32)cc1
    1%	-12%	-7%
- CC(C)OCCCn1c(SCC(=O)Nc2ccc(F)cc2)nc2c(sc3ccccc32)c1=O
    6%	-17%	-7%
- COC(=O)c1ccc(Cn2c(=O)cc(C(F)(F)F)c3c(C)nn(C)c32)cc1
    -8%	-4%	-6%
- CCc1ccccc1NC(=O)Cc1ccc(-n2c(C)nc3cccnc32)cc1
    2%	-2%	0%
- CCOc1ccccc1C(=O)NCc1nc2cccnc2n1Cc1ccc(C)cc1
    -2%	-7%	-8%
- Cc1ccc(-n2ncc(C(=O)NCCN3CCN(C)CC3)c2C2CCN(C(=O)OC(C)(C)C)CC2)cc1
    -6%	-1%	-6%
- Cn1cnc(S(=O)(=O)N2CCC(C(=O)NCc3ccc(Cl)cc3)CC2)c1
    3%	-3%	0%
- COc1cccc(CNC(=O)CN2N=C(c3ccc(C)cc3)CCC2=O)c1
    4%	-3%	-4%
- O=C(NCCc1ccccc1)c1cc(Sc2ccc(F)cc2F)nc2ccccc12
    -3%	-11%	-12%
- O=C(Nc1ccccc1)C1CCN(S(=O)(=O)c2ccc3c(c2)CCCN3C(=O)C2CCC2)CC1
    -10%	6%	-27%
- Cc1ccccc1CN1C(=O)c2ccccc2Sc2ccc(C(=O)OCc3ccco3)cc21
    -7%	-4%	-11%
- Cc1ccc(-c2nn(-c3ccc(F)cc3F)c3c2cnc2ccc(F)cc23)cc1
    7%	1%	5%
- COc1ccccc1NC(=O)C1=C(C)Nc2ncnn2C1c1ccc[nH]1 (stereo not drawn)
    -4%	-1%	-7%

# (cont.)
compound	Tau fibril ThT	Tau FP inhib	Tau fluor cs
O=C(c1cccn1-c1nnc(N2CCCC2)s1)N1CCN(c2ccccc2)CC1	-3%	3%	-1%
Cc1c(C(=O)Nc2ccc(F)c(F)c2)oc2ccc(S(=O)(=O)N3CCC4(CC3)OCCO4)cc12	9%	?	-28%
COc1ccccc1NC(=O)CSc1nnc(N)s1	-15%	-4%	6%
CCc1cccc(C)c1NC(=O)Cn1nc(C)c2nn(-c3ccc(Cl)cc3)c(C)c2c1=O	1%	11%	0%
O=C(CCCCCn1c(=O)[nH]c2ccccc2c1=O)N1CCN(c2cccc(C(F)(F)F)c2)CC1	?	-4%	-25%
CCOc1ccc(NC(=O)CSc2nc(=O)[nH]c3c2CCC3)cc1	-5%	-10%	0%
Cc1ccccc1C(=O)OCc1cc(=O)n2nc(C3CC3)sc2n1	?	-1%	-3%
COc1ccc(CNC(=O)C(=O)NCC(c2cccs2)S(=O)(=O)c2ccc(F)cc2)cc1 (stereo not drawn)	-6%	-6%	-20%
COc1cccc(N2CC(NC(=O)c3cccc(OC)c3OC)CC2=O)c1 (stereo not drawn)	2%	-8%	5%
O=c1oc2c(CN3CCCC3)c(O)ccc2cc1-c1ccccc1	14%	3%	-2%
COC(=O)c1sccc1S(=O)(=O)N1CCN(c2ccccc2)CC1	-9%	-6%	-15%
CCc1ccc(S(=O)(=O)Nc2cccc(-c3ccc(N4CCCCC4)nn3)c2)s1	4%	-3%	-21%
CCc1ccc2ncc3c(-c4ccc(C)cc4)nn(CC(=O)Nc4ccc(C)cc4)c3c2c1	2%	-10%	1%
CCOC(=O)c1c(C)oc2ncnc(NCCc3ccccc3)c12	-16%	-3%	-16%
O=C(CN1CCCN(Cc2ccccc2Cl)S1(=O)=O)NCc1ccccc1	13%	4%	-1%
Cc1ccc(NC(=O)C2CCC(CNS(=O)(=O)c3csc(C(N)=O)c3)CC2)cc1Cl (stereo not drawn)	2%	-14%	-5%
CC(=O)c1ccc(NC(=O)CSc2nnc(NC(=O)Nc3ccccc3)s2)cc1	-14%	?	-28%
CCc1ccccc1NC(=O)CN1C(=O)CCSc2ccc(S(=O)(=O)N3CCCC3)cc21	12%	9%	12%
COc1ccc(N2CC(NC(=O)C3CCCCC3)CC2=O)cc1 (stereo not drawn)	-5%	1%	0%
CN(C)S(=O)(=O)c1ccc(C(=O)NCCS(=O)(=O)N2CCN(c3ccccc3)CC2)cc1	3%	-2%	5%
CCOc1cccc2sc(N(Cc3cccnc3)C(C)=O)nc12	-9%	-13%	-13%
CCNC(=O)c1ccc(NC(=O)N2CCCCc3ccccc32)cc1	5%	2%	4%
Cc1cccc(N2CCN(S(=O)(=O)c3cn(C)c(C)n3)CC2)c1C	5%	-2%	1%
CC(=O)Nc1ccc(NC(=O)CC(C)n2ccc(C)n2)cc1 (stereo not drawn)	-8%	-3%	-4%
CCC(Oc1ccccc1)C(=O)Nc1cc(-c2ccccc2OC)nn1-c1ccccc1 (stereo not drawn)	-4%	-1%	-14%
COc1ccc2c(c1)c1c(c(=O)n(-c3ccc(C)cc3)c(=O)n1CC(=O)c1ccc(Cl)cc1)n2C	14%	2%	8%
Cc1cccc(C(=O)Nc2ccc(N3CCN(c4ccc(F)cc4)CC3)c(C(=O)O)c2)c1	-7%	-5%	3%
CCOC(=O)c1c(NC(=O)c2ccc(S(=O)(=O)N(C)C)cc2)sc2c1CCN(C)C2	-8%	-11%	-13%
Cc1ccc(NC(=O)c2oc3ccc(S(=O)(=O)N(C)C4CCCCC4)cc3c2C)cc1Cl	-5%	?	-22%
CC(C)CNC(=O)C(=O)Nc1c2c(nn1-c1ccccc1)CS(=O)(=O)C2	-7%	2%	3%
CCn1ccc2cc(S(=O)(=O)N3CCCN(C(=O)NCC(C)C)CC3)ccc21	2%	-1%	-1%
O=S(=O)(NCc1ccccc1Cl)c1ccc(N2CCCCS2(=O)=O)cc1	-14%	-3%	-20%
O=c1cc2nc(-c3ccccc3)nc(SCCOc3ccc(Cl)cc3)n2[nH]1	-16%	-13%	-20%
O=C(Nc1ccc(OC(F)(F)F)cc1)c1nc2ccccc2nc1N1CCCCC1	1%	-4%	-2%
Cc1ccc(-n2ncc3c(N4CCN(Cc5ccccc5)CC4)ncnc32)cc1	-15%	0%	-13%
Oc1c(C(c2ccccc2)N2CCC3(CC2)OCCO3)sc2nc(-c3ccco3)nn12 (stereo not drawn)	-1%	0%	2%
COc1ccc(CCNC(=O)Cn2nc(-c3ccc(Cl)cc3)ccc2=O)cc1OC	-2%	-6%	-7%
CCOC(=O)c1cnc(NCc2ccc(Cl)cc2)c2ccccc12	-1%	?	?
Fc1ccc(Cn2c(-c3cccc(Br)c3)nc3ccccc32)cc1	-14%	?	-8%
CN(Cc1ccccc1)S(=O)(=O)c1ccc(F)c(C(=O)Nc2ccccc2C(F)(F)F)c1	-7%	-8%	-19%
CCOc1ccccc1CNC(=O)C1CCN(S(=O)(=O)c2ccc3[nH]c(=O)ccc3c2)CC1	-4%	-7%	-10%
CCC(C)NC(=O)c1ccc2c(c1)N(Cc1cccc(Cl)c1)C(=O)c1ccccc1S2=O (stereo not drawn)	-2%	-7%	-16%
COCCCNC(=O)C1CCC(Cn2c(=O)c3sccc3n(C)c2=O)CC1 (stereo not drawn)	-3%	2%	4%
O=C(CSc1nc(=O)n(CCN2CCOCC2)c2c1CCC2)Nc1ccc(F)cc1F	-18%	?	-19%
COc1ccc(CNC(=O)C2CCCN(C(=O)c3cnn(-c4ccc(F)cc4)c3-n3cccc3)C2)cc1 (stereo not drawn)	6%	4%	-3%
CC(=O)N1CCC2(CC1)OC(=O)C(C)=C2C(=O)NCc1cccc(Cl)c1	-7%	-16%	-11%
Cc1cc(Cl)ccc1NC(=O)CCS(=O)(=O)c1cc2c(cc1C)NC(=O)CO2	-9%	-2%	-6%
CCCCOC(=O)c1ccc(Nc2ncnc3c2cnn3-c2cccc(C)c2)cc1	1%	?	-21%
COc1ccc(Cl)cc1NC(=O)c1c(NCc2cccs2)sc2c1CCC(C)C2 (stereo not drawn)	?	-8%	-28%
Cc1ccc(CNC(=O)c2ccc(CSCc3ccccc3C)o2)cc1	-11%	8%	-2%
Cc1ccccc1CN1C(=O)c2ccccc2Sc2ccc(C(=O)NCCCN3CCOCC3)cc21	-1%	-7%	-19%

# A portion of the library; the hit share may differ from the screen's.
